# Source: PubChem
# SIAE primary = inhibitors of human sialic acid acetylesterase SIAE; 370,000 tested, 0.69% active; Q9HAT2; SIAE FP-Rh probe binding, fluorescence polarization; inhibition, % at 9.66 µM; AID 1053197;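 active = inhibition above a cutoff: mean of compounds within the control limits plus 3 SD of those, cut at about 17% in these data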;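 note: 0% = plate median of compound wells and 100% = probe without SIAE protein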
# rCAG RNA binder = r(CAG) repeat RNA binding. inhibition, % at 3 µM. AID 651821. 370,000 tested, 1.3% active. TO-PRO-1 dye displacement fluorescence;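 active = inhibition above the plate cutoff, the mean of all test compounds on that plate plus 3 SD, cut at about 35% in these data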;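 note: 0% = DMSO alone and 100% = 100 µM mitoxantrone as full dye displacement; higher means more dye released from RNA so lower well fluorescence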
# HTRA1 inhibitor = HTRA1 (human) protease inhibition; Q92743; recombinant HTRA1, FP-rhodamine activity-based probe, fluorescence polarization; inhibition, % at 5.96 µM; 340,000 tested, 0.5% active; AID 504803; in the data active = inhibition above about 36%;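 note: 0% = enzyme with DMSO and 100% = wells lacking enzyme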
# PG9 binder = binds the HIV-1 gp120 antibody PG9; inhibition, % at 6.7 µM; AID 624416; 360,000 tested, 0.43% active; TR-FRET gp120-PG9 antibody binding; in the data active = inhibition above about 8.5%
# mABHD4 FP = inhibitors of mouse ABHD4; Q8VD66; purified mABHD4, FP-Rh probe fluorescence polarization; inhibition, % at 8.92 µM; 370,000 tested, 0.54% active;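 active = inhibition exceeding the mean over every tested compound plus 3 SD, cut at about 30% in these data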;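 note: 0% = plate median of compound wells and 100% = S159A mutant with DMSO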
# Target sequence (Q8VD66 whole entry, looked up): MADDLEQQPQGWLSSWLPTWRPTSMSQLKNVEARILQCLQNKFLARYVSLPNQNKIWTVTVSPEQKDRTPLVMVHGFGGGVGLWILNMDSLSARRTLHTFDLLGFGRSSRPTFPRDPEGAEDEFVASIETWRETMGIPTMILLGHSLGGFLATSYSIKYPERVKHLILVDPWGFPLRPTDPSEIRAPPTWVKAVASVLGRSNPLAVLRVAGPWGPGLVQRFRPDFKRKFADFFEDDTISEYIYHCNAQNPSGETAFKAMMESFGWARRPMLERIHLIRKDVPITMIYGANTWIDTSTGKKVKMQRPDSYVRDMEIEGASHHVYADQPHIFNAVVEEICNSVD
#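 System: mouse ABHD4 enzyme, wild type / Medium: HEPES pH 7.0, NaCl, Pluronic buffer / Reagent: FP-Rh activity-based fluorescent probe / Control set: S159A mutant high control, sample median low control / Detection: fluorescence polarization with parallel and perpendicular emission, 525/598 nm / Schedule: 45 min + 60 min at 25 °C / Compound dosing: 8.92 µM, single dose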
# LEDGF integ inh = blocks HIV-1 LEDGF/p75-dependent DNA integration | TR-FRET IN-LEDGF/p75 DNA integration, Eu/Cy5 | inhibition, % at 3.7 µM | 370,000 tested, 0.64% active;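 active = inhibition above the screen-wide mean plus 3 SD, cut at about 13% in these data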;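 note: signal is the Cy5 over europium emission ratio at 671 and 618 nm; 0% = plate median of compound wells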
# PRMT1 FP inh = inhibitors of human PRMT1; 370,000 tested, 1.3% active; recombinant PRMT1, activity-based probe fluorescence polarization; AID 652257; Q99873; inhibition, % at 2.79 µM;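 active = inhibition above about 21% made by adding two undisclosed values, limit read from the data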
# Target sequence (Q99873 whole entry, looked up): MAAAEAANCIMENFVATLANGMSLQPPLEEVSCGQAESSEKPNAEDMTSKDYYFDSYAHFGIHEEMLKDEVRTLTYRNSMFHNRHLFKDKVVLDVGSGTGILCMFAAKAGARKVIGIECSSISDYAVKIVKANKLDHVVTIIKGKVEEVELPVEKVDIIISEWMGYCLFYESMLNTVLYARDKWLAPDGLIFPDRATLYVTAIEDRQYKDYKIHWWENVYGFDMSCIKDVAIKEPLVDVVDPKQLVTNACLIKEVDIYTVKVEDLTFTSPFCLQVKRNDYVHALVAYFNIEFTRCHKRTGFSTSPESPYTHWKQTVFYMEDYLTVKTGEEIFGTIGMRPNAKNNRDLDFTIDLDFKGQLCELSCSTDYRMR
# TDP2 inh = TDP2 (human) inhibition, absorbance primary screen. recombinant TDP2, T5PNP hydrolysis, p-nitrophenol absorbance 415 nm. inhibition, % at 12.8 µM. 370,000 tested, 0.34% active;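 active = inhibition above the mean of all tested compounds plus 3 SD, set per campaign, cut at about 25% in these data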;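 note: 0% = DMSO with enzyme and 100% = buffer with substrate but no TDP2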
# Target sequence (O95551 whole entry, looked up): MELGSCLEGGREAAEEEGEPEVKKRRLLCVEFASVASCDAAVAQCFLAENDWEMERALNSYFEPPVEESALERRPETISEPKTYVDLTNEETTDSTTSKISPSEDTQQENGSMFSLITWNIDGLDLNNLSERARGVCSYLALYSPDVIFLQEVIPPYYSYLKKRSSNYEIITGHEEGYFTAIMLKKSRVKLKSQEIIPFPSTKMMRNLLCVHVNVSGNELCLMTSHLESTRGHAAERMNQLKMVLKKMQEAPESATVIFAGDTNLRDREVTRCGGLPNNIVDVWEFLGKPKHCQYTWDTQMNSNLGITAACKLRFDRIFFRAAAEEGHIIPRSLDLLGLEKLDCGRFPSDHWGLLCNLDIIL
#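 Material: recombinant human TDP2; quantity: TDP2 enzyme at 120 nM final; medium: Tris-HCl pH 7.5 with MgCl2; compound: single concentration, 12.8 µM nominal, with 1% DMSO; incubation: 2 h enzyme incubation at 37 °C; signal: epi absorbance; measure: percent inhibition; benchmarks: high control without enzyme, low control DMSO plus TDP2; repeats: singlicate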
# TCR-CD3 inh = inhibitors of human TCR-CD3 interaction; TAMRA-labeled TCR probe fluorescence, biochemical; inhibition, % at 9.4 µM; 360,000 tested, 0.37% active; AID 651800; in the data active = inhibition above about 19%;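 note: recombinant mutant TCR 2C K166C tagged with TAMRA read by polarization; 0% = receptor in buffer alone and 100% = receptor with positive control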
# NR1D1 modulator = Rev-erb alpha (human) modulation | P20393 | Rev-erbα–FITC-DNA binding, fluorescence polarization, 90 min | activity, % at 10 µM | 370,000 tested, 0.79% active | AID 1259318;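 active = activity above about 14%, limit read from the data; passing the limit was not always enough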;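 note: 0% = DMSO wells with 35 nM protein and 100% = DMSO wells with 750 nM protein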
# Active calls of the source: *; . = no result given. The list is partial (hit frequency here may not be typical).
SMILES,SIAE primary,rCAG RNA binder,HTRA1 inhibitor,PG9 binder,mABHD4 FP,LEDGF integ inh,PRMT1 FP inh,TDP2 inh,TCR-CD3 inh,NR1D1 modulator
Cc1cccc(C(=O)N(NC(=O)Oc2ccccc2)C(C)(C)C)c1,-1,-4,1,-0.2,7,0,0,3,1,7
CC1=NN(c2ccccc2)C(=O)/C1=C\C=C1\N(C)c2ccccc2C1(C)C,0,-7,4,-3.0,2,-1,-10,-11,-1,49*
CC(C)C(=O)N1CCC(Oc2cccnc2)CC1,4,1,.,.,4,0,1,-3,.,-9
C/C(CC(=O)Nc1c(C)cc(C)cc1C)=N\NC(=O)OC(C)(C)C,1,2,6,-1.1,3,1,-4,3,2,-1
O=C(NCc1ccccc1)c1ccc(F)c(S(=O)(=O)N2CCOCC2)c1,2,-3,15,1.8,1,1,4,3,-12,-3
CCOC(=O)C1CCCN(c2c(NCCC(C)C)c(=O)c2=O)C1 (configuration not stated),7,-4,2,-0.6,0,1,0,16,1,2
Cc1c(CC(=O)O)c(=O)oc2c(C)c3occ(-c4ccc(Br)cc4)c3cc12,-2,7,1,0.2,-11,3,2,15,5,-16
CC(C)N(Cc1nc(-c2ccccc2)no1)C(=O)CCCN1C(=O)c2ccccc2C1=O,-2,-2,-8,-0.7,8,2,-1,-11,-1,3
O=C(CCN1CCCCC1)Nc1ccccc1,7,-3,2,-2.6,-1,0,-3,3,8,-3
COCCNC(=O)CN1C(=O)NC2(CCCc3ccccc32)C1=O (configuration not stated),2,0,6,-0.3,-3,5,0,0,6,0
CN1CCN(S(=O)(=O)c2ccc(NC(=O)COc3ccccc3)cc2)CC1,0,-5,2,-1.9,2,-2,0,4,-4,4
Cc1cc(=O)oc2cc(OCC(=O)N3CC[C@@]4(O)CCCC[C@H]4C3)ccc12,2,-3,-5,-1.1,-2,0,-1,4,-8,-6
Cc1ccc(CNC(=O)C2CCN(c3nn4c(=O)cc(C)nc4s3)CC2)cc1,0,2,-7,-0.1,3,0,0,0,-3,-3
O=C(CNCc1cccc2ccccc12)Nc1ccccc1[N+](=O)[O-],5,-3,-9,0.8,-1,4,-1,-5,3,1
CCOC(=O)c1c(C)[nH]c(C)c1C(=O)CSc1nc2ccccc2n1CCOC,3,-4,-1,-2.2,-9,2,0,-1,2,1
O=C(Nc1cc(Cl)ccc1N1CCOCC1)c1ccc(Br)o1,24*,-4,-1,0.8,-3,0,0,-6,-2,1
CN(CC(=O)Nc1ccc(N2CCOCC2)cc1)CC(=O)Nc1ccc(Cl)cc1[N+](=O)[O-],3,-6,4,0.6,-13,-2,3,-3,-12,6
Cn1c(=O)n(C)c2cc([N+](=O)[O-])c(N3CCN(C(=O)c4ccccc4Br)CC3)cc21,-3,-3,3,-3.2,1,-2,-2,3,3,9
CS(=O)(=O)NCc1nnc(SCc2ccccc2C(F)(F)F)o1,0,-2,-3,1.6,5,2,-7,8,-4,-4
O=C(CNC(=S)N(CCCN1CCOCC1)Cc1cccs1)NCCCN1CCOCC1,-5,-5,7,0.0,-12,-4,-2,-9,10,-1
CC1CCc2c(sc3ncnc(SCC(=O)N(C)C4CCS(=O)(=O)C4)c23)C1 (configuration not stated),-3,3,2,0.9,-1,-4,-2,0,0,-1
COc1cc(/C=N/N2C(=O)CSC2=S)ccc1O,-23,7,-55,-4.1,-50,1,16,6,-17,2
CCN(CC)S(=O)(=O)c1cc(OC)ccc1N=Nc1ccc(O)c2ncccc12,15,20,63*,-1.8,22,4,-5,-22,-6,-4
COCC1CCN(c2nc3nonc3nc2N2CCSCC2)C1 (configuration not stated),4,-7,-2,-2.1,2,-1,1,0,6,-3
CCCc1[nH]nc2c1C(CCc1ccccc1)C(C#N)=C(N)O2 (configuration not stated),1,6,-14,-1.1,5,-3,0,-6,4,5
# (cont.)
SMILES,SIAE primary,rCAG RNA binder,HTRA1 inhibitor,PG9 binder,mABHD4 FP,LEDGF integ inh,PRMT1 FP inh,TDP2 inh,TCR-CD3 inh,NR1D1 modulator
O=C(NCCN1CCCCC1)c1cccc2c1C(=O)c1ccc(N3CCCC3)cc1S2(=O)=O,-16,-16,-28,-1.9,-14,1,11,-6,-3,-2
CCCCCCCCC#Cc1nc(C)ccc1OC,2,0,-6,-1.5,3,-4,1,3,0,-1
CCOc1ccc(NC(=O)COc2ccc(C(=O)NCc3cccc(OC)c3)cc2OC)cc1,1,1,-12,-0.6,3,-8,1,3,-5,0
Cc1cc(C)cc(CC2CC(=O)N(c3ccc4c(c3)OCCO4)C2=O)c1 (configuration not stated),-1,-5,-8,2.1,-1,2,3,-5,-8,-2
O=C(CSCc1ccc(Cl)cc1)Nc1ccccc1C(=O)N1CCOCC1,-2,0,-7,-1.3,4,2,-4,-2,0,3
CCCCC(=O)Nc1cccc(NC(=O)c2ccccc2Br)c1,-2,1,-1,0.2,-7,1,-2,5,-3,-2
Cc1ccc(CSCCNC(=O)CN(c2cccc([N+](=O)[O-])c2)S(C)(=O)=O)cc1,-3,-6,-2,1.4,-2,5,-2,-4,4,3
O=C(NCc1c(F)cccc1F)C1CCCN(c2ncccn2)C1 (configuration not stated),1,-1,.,.,-9,-1,5,-9,.,-2
C=CCNC(=O)NC(=O)COC(=O)/C(C#N)=C/c1ccc(OC)cc1,10,6,0,-0.2,1,3,-1,11,7,-1
CCN1C[C@@H]2[C@@H]3C(=O)N(C)C(=O)[C@@H]3[C@](C)(C1=O)N2C(=O)c1ccc(C(F)(F)F)cc1,0,-2,8,-0.3,1,0,-3,6,3,2
COc1cccc(OC)c1C(=O)N1CCN=C1SCc1cccnc1,-4,0,1,-0.3,-4,2,4,4,-5,0
CC1(C)CC(=O)C2=C(C1)Nc1ccccc1NC2c1ccc(F)c(F)c1 (configuration not stated),5,-1,5,-2.6,0,-1,2,3,-2,11
Cn1c(SCC(=O)N2CCCC2)nc2c(c1=O)SCC2,-2,1,1,-4.1,-2,4,-1,-11,-5,-6
CCOC(=O)c1ccc2c(c1)nc(SC(C)C(=O)NCC1CCCO1)n2CC (configuration not stated),6,0,4,-1.1,-1,-5,1,2,-8,-1
O=C(CNC(=O)c1ccc(Br)o1)Nc1ccccc1,6,-3,-8,1.4,-4,-2,0,3,-11,-1
Cc1cccc(NS(=O)(=O)c2cc(C(=O)N3CCOCC3)ccc2Cl)c1,-4,-5,-13,-1.4,-10,-4,7,-3,1,-6
O=C(NCCS(=O)(=O)NCc1cccnc1)c1ccccc1,-6,1,-2,1.5,-1,2,-1,5,9,-8
O=C(Nc1nc2nccc(-c3ccccc3)n2n1)C(Cl)(Cl)Cl,-4,4,3,-1.5,-1,-1,0,-5,5,-7
CC(C)CC(c1nnnn1C(C)(C)C)N1CCN(Cc2ccccc2)CC1 (configuration not stated),-7,-11,4,-3.7,-4,7,0,-3,2,-3
COc1ccc(-n2c(SCc3nnc(-c4ccccc4)o3)nnc2-c2ccccc2)cc1,4,1,-10,-0.9,-1,3,-2,9,-9,-3
CC(C)CC(=O)N1CCN(S(=O)(=O)c2ccc(F)cc2)CC1,-5,-1,7,-0.3,-3,-2,-1,-5,0,0
COc1ccc(-c2cc(-c3ccc(O)cc3)nc(N)c2C#N)cc1,-13,8,-46,2.9,-27,-2,5,-8,-2,2
Cc1ccccc1-n1c(C)cc(/C=C(\C#N)C(=O)NCC2CCCO2)c1C (configuration not stated),-1,1,-6,1.5,1,-4,-2,1,7,0
COc1ccc(/C(C#N)=C/c2ccccn2)cc1,1,2,-5,-3.0,4,-4,-2,-8,-2,-1
COc1ccc(NC(=O)CSc2n[nH]c(=O)n2C2CC2)cc1Cl,-1,3,-6,-1.0,-5,2,-2,-27,-3,-1

# Results in PG9 binder, for some of the entries so far:
Structure | PG9 binder
COc1ccc(/C(C#N)=C/c2ccccn2)cc1 | -3.0
O=C(CSCc1ccc(Cl)cc1)Nc1ccccc1C(=O)N1CCOCC1 | -1.3
CC(C)CC(c1nnnn1C(C)(C)C)N1CCN(Cc2ccccc2)CC1 (configuration not stated) | -3.7
O=C(Nc1nc2nccc(-c3ccccc3)n2n1)C(Cl)(Cl)Cl | -1.5
COc1cccc(OC)c1C(=O)N1CCN=C1SCc1cccnc1 | -0.3

# SIAE primary: hit marks shown above
structure	SIAE primary	HTRA1 inhibitor	PG9 binder	mABHD4 FP	LEDGF integ inh	PRMT1 FP inh	TDP2 inh	TCR-CD3 inh	NR1D1 modulator
O=C(Nc1cc(Cl)ccc1N1CCOCC1)c1ccc(Br)o1	24*	-1	0.8	-3	0	0	-6	-2	1

# (continued)
SMILES,SIAE primary,rCAG RNA binder,HTRA1 inhibitor,PG9 binder,mABHD4 FP,LEDGF integ inh,PRMT1 FP inh,TDP2 inh,TCR-CD3 inh,NR1D1 modulator
Cc1cccc(N2CCN(C(=O)c3cc(C)oc3C)CC2C)c1 (configuration not stated),-1,-5,-4,-2.4,1,-4,1,6,9,-3
O=[N+]([O-])c1ccc(NC(=S)N2CCc3ccccc3C2)cc1,6,9,-3,-0.8,-7,-1,-2,4,3,-11
CC(C)CN(C(=O)COC(=O)CNC(=O)c1ccc(Cl)cc1)C1CCS(=O)(=O)C1 (configuration not stated),-2,-2,-2,-0.7,2,-4,3,4,-2,-1
COc1ccc(NC(=O)CN(C)C(=O)c2ccc(NS(=O)(=O)c3ccc(C)c([N+](=O)[O-])c3)cc2)cc1,-1,28,-1,-2.1,5,-1,-5,-4,1,1
C=CCSc1nnc(NC(=O)Cn2cnc3c2c(=O)n(C)c(=O)n3C)s1,-3,1,6,-1.1,6,-4,5,3,-4,1
CC(OC(=O)c1ccccc1NCCO)C(=O)Nc1ccnn1C(C)C (configuration not stated),2,1,-2,1.1,0,6,1,6,3,-10
Nc1c(NCc2ccccc2F)c(=O)[nH]c(=O)n1Cc1ccccc1,-2,5,-5,-2.5,4,4,7,12,8,-5
CC(CNC(=O)c1cc(COc2c(F)cccc2F)on1)Oc1cccnc1 (configuration not stated),-1,-6,2,-2.1,1,1,-3,3,6,-1
CCN(c1ccccc1)S(=O)(=O)c1csc(C(N)=O)c1,-6,-1,1,-1.2,4,0,3,9,-4,3
CCCCOc1ccc(N(CC(=O)NC2CCCCC2)C(=O)c2snc(C(N)=O)c2N)cc1,8,-2,8,4.2,2,7,-4,-6,1,64*
Cn1cc(SCC(=O)Nc2ccc3c(c2)OCCO3)c2ccccc21,7,2,-1,-1.4,6,-3,1,2,-8,1
Cc1cccc(C(=O)NCCNC(=O)c2cccnc2)c1,-11,-5,-4,1.3,2,0,4,0,1,2
CC(C)(C)c1ccc(NC(=O)NCc2ccco2)cc1,-1,0,-10,-1.2,-8,-2,-1,1,5,1
O=C(COC(=O)CCc1c[nH]c2ccccc12)Nc1ccc([N+](=O)[O-])cc1,5,10,11,-0.6,3,-4,1,-1,-3,-2
Oc1ccc(N2CCN(Cc3nc4ccccc4[nH]3)CC2)cc1,10,4,12,-2.1,15,3,13,-2,-2,0
Cc1ccc(S(=O)(=O)c2c(N)n(CCC(C)C)c3nc4ccccc4nc23)cc1,-45,11,-104,2.0,-47,3,-2,1,-1,-4
CC(=O)Nc1ccc(SCC(=O)c2cc(C)n(CC(F)(F)F)c2C)cc1,-2,-7,-3,0.5,-4,3,0,0,6,-2
